GAA glycogen mod: qHTS Assay for Inhibitors and Activators of Human alpha-Glucosidase Cleavage of Glycogen; Lysosomal alpha-glucosidase (Homo sapiens), P10253; recombinant GAA, glycogen substrate, Amplex Red glucose oxidase fluorescence; Potency, µM (top dose mostly 76.4 µM), without a hit: top-dose activity change, negative = inhibition, hits mostly inhibitors; 0.38% of 300,000 active; AID 2100, 2009;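 also: 0% = full enzyme reaction and -100% = no-enzyme basal signal; the screen sought inhibitors and activators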
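Recombinant enzyme (4 nM final) with compounds titrated up to 77 uM and bovine liver glycogen (30 ug) in citrate pH 5.0, 0.01% Tween-20, 37 C 40 min. Released glucose detected by Amplex Red/glucose oxidase (Ex 573/Em 610); AC50 from Hill fits.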
RGS12 GoLoco inh: qHTS Assay for Inhibitors of RGS12 GoLoco Motif Activity (Red Fluorophore). Guanine nucleotide-binding protein G(i) subunit alpha-1 (Homo sapiens), P63096. Gai1:RGS12 GoLoco peptide FP, rhodamine, 10 min. Potency, µM (top dose mostly 61.6 µM), for the others: top-dose activity, negative = inhibition, usual class: inhibitors. 0.44% of 230,000 active. AID 880, 2007; active = well fitted inhibition curve with a large enough effect, not every such curve was filed as active; inactive = no such curve, though single readings can be large or run the other way; also: % is scaled to controls: 0 for no effect and ±100 for the full control effect; nearly all actives have a fitted effect of over 30% in size; many of its hits are not listed in these tables
Target sequence (P63096 whole entry, looked up): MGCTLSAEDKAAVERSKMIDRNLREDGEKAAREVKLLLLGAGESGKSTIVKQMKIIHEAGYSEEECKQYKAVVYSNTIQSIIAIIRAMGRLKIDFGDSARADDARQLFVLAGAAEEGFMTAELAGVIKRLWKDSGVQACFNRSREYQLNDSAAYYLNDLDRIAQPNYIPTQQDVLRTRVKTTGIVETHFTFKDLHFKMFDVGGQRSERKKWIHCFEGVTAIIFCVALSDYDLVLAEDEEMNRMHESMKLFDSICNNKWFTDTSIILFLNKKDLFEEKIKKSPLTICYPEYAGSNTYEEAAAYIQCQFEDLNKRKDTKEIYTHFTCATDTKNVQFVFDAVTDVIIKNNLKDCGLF
HttQ103 aggreg: qHTS Multiplex Assay to Identify Dual Action Probes in a Cell Model of Huntington: Aggregate Formation (GFP); AID 1688, 2009; PC12 HttQ103-GFP aggregates, Acumen cytometry, 40 h; 1.1% of 220,000 active; Potency, µM (titrated, usually from 46.1 µM), for inactives: at the top dose activity change, negative = inhibition, actives largely listed as inhibitors; also: % is scaled to controls: 0 for no effect and ±100 for the full control effect; nearly all actives have a fitted effect of over 60% in size
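Read-out: GFP aggregate count by laser scanning cytometer (488 nm excitation, 500-530 nm emission, 1–25 µm objects >6 SD above background). Cells: PC12, inducible HTTex1-Q103-GFP, 100 nM tebufenozide; compounds titrated.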
HTT ATP protect: qHTS Multiplex Assay to Identify Dual Action Probes in a Cell Model of Huntington: Cytoprotection (ATP); PC12 HTT-Q103 induced, cytoprotection, ATP luminescence, 40 h; 0.14% of 230,000 active; Potency, µM (top dose mostly 56.4 µM), for the others: cytoprotection (ATP increase), most hits filed as activators;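 also: % of control where 0% means no effect; nearly all actives have a fitted effect of over 45% in size; toxic huntingtin expression switched on by the ecdysone agonist tebufenozide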
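Rat PC12, Q103 Htt exon1-GFP fusion, ecdysone promoter; tebufenozide inducer 100 nM final; compound titration; qHTS, 1500 cells/well; ATPlite luminescent read.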
GAA inhib: qHTS Assay for Inhibitors of Human alpha-Glucosidase as a Potential Chaperone Treatment of Pompe Disease; Lysosomal alpha-glucosidase (Homo sapiens), P10253; purified human GAA, 4-MU-alpha-glucoside fluorescence; Potency, µM (titrated, usually from 76.9 µM), for the others: top-dose activity change, negative = inhibition, usual class: inhibitors; 0.005% of 200,000 active; AID 1466, 2008;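 also: plate controls were uninhibited enzyme wells for no effect and no-enzyme background for full effect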
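Fluorescence at Ex 365/Em 440 nm from 4-methylumbelliferone reported enzyme activity after 20 min at room temperature. Reactions used 4 nM enzyme and 400 uM substrate at pH 5.0; curves fitted with the Hill equation.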
GAA spleen mod: qHTS Assay for Inhibitors and Activators of Human alpha-Glucosidase From Spleen Homogenate; Lysosomal alpha-glucosidase (Homo sapiens), P10253; human spleen homogenate, 4-MU-alpha-glucoside fluorescence; Potency, µM (series often up to 79.9 µM), for the others: at the highest dose activity change, negative = inhibition, usual class: inhibitors; 0.006% of 240,000 active;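 also: 0% = enzyme with vehicle and -100% = no enzyme basal signal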
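Human spleen homogenate (1 ug) with 4-methylumbelliferyl-alpha-D-glucopyranoside (1 mM final) in 50 mM citrate/phosphate pH 5.0, 0.01% Tween-20; 40 min at 37 C. Stopped at pH 10; 4-MU fluorescence Ex 365/Em 440 nm; AC50 by Hill fit.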
IMPase Li inh: qHTS Assay for Identifying the Cell-Membrane Permeable IMPase Inhibitors: Potentiation with Lithium. CHO-M1 cells, IP1 TR-FRET (IP-One), carbachol + lithium. Potency, µM (top dose mostly 59.4 µM), without a hit: at the top dose activity, negative = IMPase inhibition, most hits filed as inhibitors. 0.35% of 210,000 active;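 also: IP1 builds up when IMPase is blocked and the TR-FRET signal falls; plate controls were basal vehicle for no effect and high inhibitor control for full effect; nearly all actives have a fitted effect of over 50% in size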
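Lithium-sensitised IP1 accumulation assay; M1-expressing CHO cells treated 30 min at 37C with compound. Competitive antibody detection by time-resolved FRET followed a 10 min room-temperature lysis step.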
Active calls of the source: *; ? = inconclusive; · = no result given; [ ] = another dose, or the depositor's remark. Unless noted, calls follow the shape of the dose curve; as a rule, active = well fitted curve in the direction sought with a large enough effect; inconclusive = small, poorly fitted or top-dose-only effect, or another doubt; inactive = no such curve, though single readings can be large; an effect the other way counts as inactive or inconclusive. Potency is read from the fitted curve at half-maximal effect.

compound	GAA glycogen mod	RGS12 GoLoco inh	HttQ103 aggreg	HTT ATP protect	GAA inhib	GAA spleen mod	IMPase Li inh
Cc1ccccc1NC(=O)CSc1nc(COc2ccccc2)nc2ccccc12	2.3%	15.1%	22.0%	-55.9%[inhibitor]	2.0%	-8.3%	-6.7%[38.3 µM]
Cc1ccc(Cn2c(SC3CCOC3=O)nc3ccccc3c2=O)cc1 (configuration not stated)	8.0%	0.2%	-7.4%	19.1%[10 µM]	8.7%	-10.9%	6.9%
CN(C(=O)c1ccccc1C(=O)c1ccccc1)C1CCS(=O)(=O)C1 (configuration not stated)	5.9%	0.9%	20.4%	-4.0%	-8.9%	-5.8%	-9.5%[38.3 µM]
Cc1ccc(/C=N/NC(=O)c2ccco2)cc1	6.5%	0.9%	-7.4%[9.22 µM]	-9.7%[10 µM]	·	0.9%	·
CC(C)CCOc1ccc(C2(C)NC(=O)N(CN3CCOCC3)C2=O)cc1 (configuration not stated)	-2.2%	3.9%	-27.5%	-3.0%	1.5%	-0.3%	10.9%[38.3 µM]
Cc1cnc(CNc2ncnc3ccc(-c4ccc(C(=O)N(C)C)cc4)cc23)cn1	·	-12.1%	·	-58.7%[inhibitor]	·	1.3%	8.4%
Cc1ccc(C(=O)NC(NCc2ccco2)C(Cl)(Cl)Cl)cc1 (configuration not stated)	1.2%	-10.0%	3.9%	0.0%[10 µM]	-5.0%	-10.7%	12.9%
Cc1noc(C)c1COC(=O)c1ccc2c(c1)OCO2	4.0%	5.2%	16.6%	3.0%[4.97 µM]	2.0%	2.8%	-11.2%[38.3 µM]
O=CN1CCN(S(=O)(=O)c2ccc(Cl)c(C(=O)O)c2)CC1	-1.9%	1.8%	-3.1%	-35.9%[inhibitor]	-0.9%	-3.3%	5.7%
Cc1ccc(NC(=O)C(C)S)cc1 (configuration not stated)	-12.1%	-10.9%	-28.1%[9.22 µM]	-22.6%[10 µM]	·	0.0%	·
COc1c2ccoc2nc2c(OC)c(OC[C@H](O)C(C)(C)O)ccc12	·	4.7%[21.6 µM]	·	-50.3%[inhibitor]	·	5.2%[29.1 µM]	-12.2%
O=C(COC(=O)C1(c2ccccc2F)CCCC1)NCc1ccc2c(c1)OCO2	-4.0%	5.1%	11.6%	-15.0%[1.9 µM]	-6.0%	1.2%	9.3%
CC1CCCN(c2ccc(/C=C(\C#N)c3nn(-c4ccccc4)c(N)c3C#N)cc2[N+](=O)[O-])C1 (configuration not stated)	-1.6%	6.3%	-0.4%	-40.2%[inhibitor]	-2.1%	-6.4%	-19.8%[38.3 µM]
c1ccc(Oc2cc(-c3ccccc3)ncn2)cc1	-4.7%	-0.2%	-4.5%	-17.4%	4.4%	-6.3%	-8.1%[38.3 µM]
Cc1ccc(N2C(N)=C(C#N)C(c3cccs3)C3=C2CC(C)(C)CC3=O)cc1 (configuration not stated)	-17.9%	138.0%[activator]	-3.8%	5.5%	1.2%	-0.5%	35.7%[activator][38.3 µM]
COc1ccccc1Nc1ncc(C(=O)N2CCN(Cc3ccc(OC)c(OC)c3OC)CC2)c2ccccc12	-2.0%	2.0%	-13.8%	-47.6%[inhibitor]	1.5%	5.8%	6.6%
COc1ccc(S(=O)(=O)N2CCCC2)cc1C(=O)N1CCOCC1	7.4%	4.4%	-2.4%	-4.6%	7.3%	1.5%	-1.9%
CC(NCCO)C(=O)C12CC3CC(CC(C3)C1)C2 (configuration not stated)	6.2%	3.0%	-8.9%	-14.4%[0.074 µM]	2.9%	-1.1%	0.5%[38.3 µM]
Nc1nonc1-n1nnc(C(=O)N/N=C/C2CC=CCC2)c1CSc1ccccc1 (configuration not stated)	-6.2%	5.5%	2.3%[9.22 µM]	23.1%[10 µM]	·	3.8%	·
Cc1nc2ccccc2cc1OCc1ccccc1	-4.9%	2.1%	12.6µM*	-22.5%	-11.5%	-3.2%	11.0%[38.3 µM]
CC1(C)Cc2c(c(-c3ccco3)nc3sc4c(NCCCO)ncnc4c23)CO1	-5.5%	6.1%	16.3%[9.22 µM]	14.8%[10 µM]	·	-0.3%	·
O=C(CCCCCn1c(=S)[nH]c2ccc(N3CCOCC3)cc2c1=O)NCc1cccc(Cl)c1	7.6%	2.5%	9.5%	-11.6%	1.1%	3.7%	?
O=C(O)C1CC(c2ccc(F)cc2)=NO1 (configuration not stated)	0.8%	9.8%	-20.8%	16.1%[10 µM]	-0.4%	0.0%	8.8%[38.3 µM]
CCn1nc(C)c(NC(=O)CCCSc2nc(-c3ccco3)cc(C(F)(F)F)n2)c1C	-0.2%	2.6%	?	23.1%[10 µM]	-8.6%	-22.2%	15.2%[38.3 µM]
COc1ccccc1C/C(N)=N/OC(=O)COc1cccc2ccccc12	-8.1%	8.8%	6.9%	5.1%	3.3%	1.9%	6.2%[38.3 µM]
CN1CCN(C(=O)c2c(NC(=O)c3ccco3)sc3c2CCC(C(C)(C)C)C3)CC1 (configuration not stated)	-6.8%	2.6%	?	0.4%	9.0%	15.9%	?
Cc1ccc(C(=O)OCC(=O)NC2CCCCC2)s1	4.6%	4.8%	-2.5%	?	-1.1%	2.9%	0.0%
O=C(CSCc1cccc(Br)c1)N1CCOCC1	11.4%	5.9%	4.7%	-8.8%	-2.5%	-5.4%	3.9%[38.3 µM]
COc1cc(NC(=O)CSc2nc3ccccc3cc2C)c(C(=O)O)cc1OC	0.2%	6.5%	25.3%	-24.8%[10 µM]	1.1%	-4.7%	-6.3%
CCn1cc(CNC(=O)c2cc(COc3ccc(F)cc3Cl)on2)cn1	-0.9%	5.3%	40.2%[9.22 µM]	?	7.2%	1.2%	10.3%
S=c1nc(-c2cc(Cl)ccc2Cl)[nH][nH]1	-17.5%	13.2%	27.7%	?	0.7%	6.9%	-17.1%
CCCCn1c(=S)[nH]c2c(oc3ccc(Cl)cc32)c1=O	0.7%	-0.5%	?	16.3%[10 µM]	-4.3%	1.9%	10µM*
Cn1c(=O)c2c(Nc3ccc(F)cc3)cc(=O)n(-c3ccccc3)c2n(C)c1=O	9.3%	-5.5%	-17.9%[9.22 µM]	-8.7%[10 µM]	·	8.8%	·
CC(=O)NC(=S)Nc1ccccc1F	-10.3%	16.9%	25.5%	-9.2%	5.8%	0.2%	-3.5%
COc1ccc(/C=C/c2nnc(NC(=O)CSc3ccc(C)cc3)s2)cc1	3.8%	23.4%	-9.4%[9.22 µM]	-45.6%[inhibitor][10 µM]	·	8.6%	·
CC(C)(C)OC(=O)NCCCCCNC(=O)c1[nH]cnc1C(=O)N[C@@H](CCCCNC(=O)OC(C)(C)C)C(=O)OC(C)(C)C	-13.6%	-1.6%	1.5%[9.22 µM]	-18.0%[10 µM]	·	-2.9%	3.9%
COc1cc(C(=O)NCC(=O)OCC(=O)N2CCc3ccccc32)cc(OC)c1OC	9.6%	7.6%	-11.1%	18.3%	8.0%	0.1%	1.8%
c1ccc(N2CCN(Cc3cn4cccnc4n3)CC2)cc1	-5.6%	2.5%	21.0%	-12.3%	1.7%[15.4 µM]	-10.9%	-2.4%[38.3 µM]
O=C(OC1CCOC1=O)c1ccc(-c2nc3ccccc3s2)s1 (configuration not stated)	-1.7%	-5.6%	3.2%	-22.2%	?	1.7%	-7.2%[38.3 µM]
COc1ccc2c(c1)nc(SCC(=O)C(C)(C)C)n2C	0.8%	1.7%	12.0%	-29.2%	2.7%	-3.2%	2.0%[38.3 µM]
COc1ccc2nc(NC(C)=O)sc2c1	-5.3%	11.8%	?	-31.3%	1.5%	2.4%	-6.0%[38.3 µM]
CC(C)c1ccc(/C=C/C(=O)NCCC2=CCCCC2)cc1	14.3%	-24.7%	3.1%	-5.5%[10 µM]	-6.5%	-3.3%	17.7%
CCCCOC(=O)c1nnc(-c2ccc(Cl)cc2)o1	-7.6%	-5.9%	6.0%[9.22 µM]	4.8%[10 µM]	·	-1.2%	·
CN1CCN(c2ncc3nc(-c4ccccc4)c(=O)n(Cc4ccc(F)cc4)c3n2)CC1	·	12.7%	·	-28.2%	·	2.4%	14.4%
CCN1CCN(CCCNC(=O)c2cn(CCOC)c(=O)c3c2c2ccccc2n3C)CC1	-4.1%	-1.1%	-6.4%	17.0%[10 µM]	?	8.0%	4.7%
Cc1ccccc1CSCC(=O)NC1CCCC1	0.5%	7.5%	-6.4%	-12.6%	-5.6%	-8.9%	26.9%[38.3 µM]
CCOC(=O)c1ccccc1-c1cn2cc(Cl)ccc2n1	-5.0%	1.6%	1.2%	-57.4%[inhibitor]	-1.8%	·	4.7%
CN1C(=O)CS/C1=N\NC(=O)COc1cccc2cccnc12	-8.7%	1.6%	-6.8%[9.22 µM]	6.9%[10 µM]	1.8%	-15.9%	2.2%
Cc1[nH]c2ccccc2c(=O)c1CN(C)Cc1ccccc1	2.1%	2.6%	-5.4%	-3.0%[0.074 µM]	0.8%	1.6%	-4.7%[38.3 µM]
COc1ccc(Nc2nnc(-c3ccc(C)cc3)c3ccccc23)cc1C(=O)N1CCCCC1	-17.3%	15.4%	-26.3%	6.3%[10 µM]	-6.1%	-0.7%	5.5%
O=C(Nc1nc2c(s1)CN(Cc1ccccc1)CC2)C1CCCC1	?	20.1%	9.7%	2.6%[10 µM]	1.7%	4.7%	8.5%
CCn1c(CCC(=O)Nc2cc(F)ccc2C)nc2cc(S(=O)(=O)N(C)C)ccc21	0.8%	11.4%	-13.7%	-20.5%[0.074 µM]	6.9%	-8.7%	25.7%[38.3 µM]

Compound profiles, as listed above. Order of screens: GAA glycogen mod | RGS12 GoLoco inh | HttQ103 aggreg | HTT ATP protect | GAA inhib | GAA spleen mod | IMPase Li inh
COc1ccc(Nc2nnc(-c3ccc(C)cc3)c3ccccc23)cc1C(=O)N1CCCCC1 is entered as -17.3% | 15.4% | -26.3% | 6.3%[10 µM] | -6.1% | -0.7% | 5.5%
CCn1c(CCC(=O)Nc2cc(F)ccc2C)nc2cc(S(=O)(=O)N(C)C)ccc21 is entered as 0.8% | 11.4% | -13.7% | -20.5%[0.074 µM] | 6.9% | -8.7% | 25.7%[38.3 µM]

Some of the compounds tested, so the mix of outcomes need not match the whole.
